Screens from PubChem.
TRHR enhancer: allosterically enhances the human TRH receptor; TRHR cells, fluo-8 calcium fluorescence, EC20 TRH enhancement; enhancement, % at 2 µM; actives 0.66% (n = 360,000); in the data active means enhancement above about 30%; further: 0% is about no effect
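Enhancer read-out: after compound pinning and an initial kinetic agonist-mode read, an EC20 of TRH (10 nM final) was injected and fluo-8 calcium signal (Ex 480/Em 530) followed at 1 s/cycle for 100 cycles in TRHR-expressing cells.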
IDH1 R132H inh: inhibitors of human mutant IDH1 R132H; IDH1-R132H enzyme, NADPH consumption, diaphorase/resazurin fluorescence; Potency, µM (series often up to 76.6 µM), for the others: at the top dose activity change, negative = inhibition, actives largely listed as inhibitors; actives 0.093% (n = 390,000); AID 602179; further: potency means the concentration at half of the fitted maximal effect; on the % scale 0 is the no-effect control and ±100 the full control effect; nearly all actives have a fitted effect of over 65% in size
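IDH1-R132H (0.5 ug/mL dispensed) in pH 7.5 Tris buffer was preincubated 30 min with compound, then given a substrate mix of 0.016 mM NADPH and 2 mM alpha-KG for 80 min at room temperature; remaining NADPH was read by diaphorase/resazurin fluorescence.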
D2 antagonist: antagonists of human D2 dopamine receptor; P14416; HEK293 TREx D2 cells, calcium flux, dopamine EC80; inhibition, % at 10 µM; actives 2% (n = 340,000); in the data active means inhibition above about 30%; further: 0% is about no effect
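Calcium flux kinetic readout in an inducible HEK293 TREx D2 line plated overnight at 30 C. After 180 s compound exposure, an EC80 dopamine challenge follows with another 180 s kinetic read to detect antagonism.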
D2 ag: agonists of human D2 dopamine receptor | activation, % at 2 µM | P14416 | actives 0.53% (n = 340,000) | AID 485358 | HEK293 T-REx D2 cells, calcium flux agonist mode;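 active means activation over 3 SD above normal in the single-dose calcium agonist read, cut at about 30% in these data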; further: 0% is about no effect
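Tetracycline-induced HEK293 Trex cells with D2 receptor force-coupled to calcium signaling, plated overnight at 30 C and loaded with no-wash calcium dye. Calcium flux read kinetically for 180 s after compound addition; responses flag agonists.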
USP1 inh: inhibitors of human USP1/UAF1 deubiquitinase. Potency, µM (highest dose often 57.1 µM), inactives show at the highest dose activity change, negative = inhibition, usual class: inhibitors. O94782. AID 743255. recombinant USP1/UAF1, Ub-Rhodamine cleavage fluorescence. actives 0.23% (n = 390,000); further: potency means the concentration at half of the fitted maximal effect; on the % scale 0 is the no-effect control and ±100 the full control effect; nearly all actives have a fitted effect of over 60% in size; inactives centre near -12
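In this screen, compounds sit with the deubiquitinase complex (1nM) for 15 min at room temperature before Ub-Rho is added at 150nM final. Fluorescence rise is then followed for 6 reads every 60 seconds.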
TrxR1 substrate: is turned over as a substrate by rat TrxR1. O89049. purified TrxR1 substrate turnover, NADPH consumption readout. Potency, µM (doses to about 114 µM), inactives show at the top dose activity change, negative = substrate turnover. actives 0.01% (n = 390,000). AID 588456; further: potency means the concentration at half of the fitted maximal effect; on the % scale 0 is the no-effect control and ±100 the full control effect; nearly all actives have a fitted effect of over 50% in size
Target sequence (O89049 whole entry, looked up): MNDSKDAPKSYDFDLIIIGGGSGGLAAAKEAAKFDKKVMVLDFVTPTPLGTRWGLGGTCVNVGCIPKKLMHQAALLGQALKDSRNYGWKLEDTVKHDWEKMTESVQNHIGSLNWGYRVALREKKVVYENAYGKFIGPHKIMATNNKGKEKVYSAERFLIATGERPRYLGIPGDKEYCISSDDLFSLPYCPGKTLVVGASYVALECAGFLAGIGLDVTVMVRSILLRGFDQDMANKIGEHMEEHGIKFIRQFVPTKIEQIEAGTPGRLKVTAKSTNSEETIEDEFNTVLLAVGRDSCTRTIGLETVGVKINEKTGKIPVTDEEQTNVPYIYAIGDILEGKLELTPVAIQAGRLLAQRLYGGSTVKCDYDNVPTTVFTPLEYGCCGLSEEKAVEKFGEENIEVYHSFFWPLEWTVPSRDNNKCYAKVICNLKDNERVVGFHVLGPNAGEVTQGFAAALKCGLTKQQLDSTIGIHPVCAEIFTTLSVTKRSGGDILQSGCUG
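Rat TrxR1, dispensed at 90 nM, was prereduced with 400 uM NADPH (final) for 5 min at ~22 deg C, then incubated with compound 15 min before 400 uM selenite. A first-read NADPH fluorescence drop versus no-compound background flagged substrates.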
PI4K2A block: PI4K2A (human) kinase inhibition | Q9BTU6 | purified PI4K2A, ADP-Glo luminescence, 1 h; active compounds read low | activity change, negative = inhibition, % at 76.9 µM | actives 0.13% (n = 420,000); in the data active means activity change below about -50%; inconclusive means mostly about -30% to -49%;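 further: -100% = wells without enzyme as full effect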
Target sequence (Q9BTU6 whole entry, looked up): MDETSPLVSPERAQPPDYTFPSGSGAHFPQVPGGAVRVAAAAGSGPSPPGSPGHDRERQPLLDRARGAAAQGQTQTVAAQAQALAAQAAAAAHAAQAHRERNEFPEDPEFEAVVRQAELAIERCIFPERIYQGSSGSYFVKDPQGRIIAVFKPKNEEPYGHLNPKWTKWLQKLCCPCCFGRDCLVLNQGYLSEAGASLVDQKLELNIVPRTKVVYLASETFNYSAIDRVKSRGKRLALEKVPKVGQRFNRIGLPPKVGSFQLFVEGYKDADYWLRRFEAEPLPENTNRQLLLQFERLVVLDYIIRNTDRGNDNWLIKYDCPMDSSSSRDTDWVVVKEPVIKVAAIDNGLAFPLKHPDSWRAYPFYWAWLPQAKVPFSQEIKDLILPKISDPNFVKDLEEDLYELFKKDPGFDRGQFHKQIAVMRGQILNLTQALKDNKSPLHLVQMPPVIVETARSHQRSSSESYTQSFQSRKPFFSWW
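Compounds are screened against recombinant PI4K2A using PI as substrate and ATP, the latter dispensed at 300 microM. Reactions run one hour at ambient temperature before ADP-Glo detection; full inhibition defined by wells lacking enzyme.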
TrxR1 inh: rat TrxR1 inhibition | Potency, µM (highest dose often 114 µM), without a hit: top-dose activity change, negative = inhibition, most hits filed as inhibitors | recombinant rTrxR1, NADPH fluorescence consumption, selenite substrate | O89049 | actives 1% (n = 390,000); further: potency means the concentration at half of the fitted maximal effect; on the % scale 0 is the no-effect control and ±100 the full control effect; nearly all actives have a fitted effect of over 65% in size
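Rat TrxR1 (90 nM in the dispensed reagent) was pre-reduced with 400 uM NADPH for 5 min at room temperature, then incubated with compound for 15 min. After 400 uM selenite was added, NADPH fluorescence (Ex 340/Em 450 nm) was followed for 8 min.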
TRHR agonist: agonists of human TRH receptor; P34981; TRHR cells, calcium flux fluo-8, FDSS agonist mode; activation, % at 2 µM; actives 0.18% (n = 360,000); AID 493084; in the data active means activation above about 30%; further: 0% is about no effect
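TRHR-expressing cells loaded with fluo-8 calcium dye; 23 nL library compound pin-transferred, kinetic FDSS fluorescence (Ex 480/Em 530) recorded about 180 s for agonist-induced calcium release, before a 10 nM TRH EC20 addition for potentiator mode.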
* = called active by the depositor; [ ] = another dose, or the depositor's remark. Unless noted, the call rests on the fitted dose curve; in most records, active means well fitted inhibition curve with a large enough effect; inconclusive means small, poorly fitted or top-dose-only effect; inactive means no such curve, though single readings can be large or run the other way. An excerpt (hit frequency here may not be typical).

CC12CCC3C(CC=C4CC(O)CCC43C)C1C/C(=C\c1ccccc1F)C2=O (stereo unspecified) was read as TRHR enhancer -2.2, IDH1 R132H inh -3.7%, D2 antagonist 11.9, D2 ag 0.3, USP1 inh -17.2%, TrxR1 substrate -2.3%, PI4K2A block -1.1, TrxR1 inh -2.9% and TRHR agonist 0.1.
Screening CN(C)P1(N(C)C)=NC(C(F)(F)F)=NC(C(F)(F)F)=N1 returned TRHR enhancer 2.8, IDH1 R132H inh 3.6%, D2 antagonist -6.5, D2 ag 1.1, USP1 inh -3.5%, TrxR1 substrate -4.0%, PI4K2A block 3.2, TrxR1 inh 7.2% and TRHR agonist 1.1.
For C/C(Cl)=C/CC1(CN2CCCC2=O)C(=O)NC(=O)NC1=O the results were TRHR enhancer -1.9, IDH1 R132H inh 0.9%, D2 antagonist -1.3, D2 ag 0.4, USP1 inh 7.8%, TrxR1 substrate 0.1%, PI4K2A block 2.7, TrxR1 inh -0.1% and TRHR agonist 0.9.
CCCC12CN3CC(C)(CN(C1)C3c1c(C)[nH]c(=O)[nH]c1=O)C2=O (stereo unspecified) was read as TRHR enhancer -1.2, IDH1 R132H inh 14.5%, D2 ag -1.0, USP1 inh 4.9%, TrxR1 substrate -2.6%, PI4K2A block 2.9, TrxR1 inh 19.0% and TRHR agonist 0.8.
For O=c1[nH]c(=O)n(CCC2=CCCCC2)c(O)c1/C=N/Nc1cccc2ccccc12 the results were TRHR enhancer -0.7, IDH1 R132H inh 6.7%, D2 antagonist -18.9, D2 ag -0.5, USP1 inh -24.1%, TrxR1 substrate 3.5%, PI4K2A block -16.4, TrxR1 inh inconclusive and TRHR agonist 0.6.
`Cc1ccc(Cn2nnnc2CN2CCC(n3nnc4ccccc43)CC2)cc1` gave TRHR enhancer -15.3, IDH1 R132H inh 5.6%, D2 antagonist 24.5, D2 ag -0.4, USP1 inh -8.7%, TrxR1 substrate -0.8%[57.1 µM], PI4K2A block -2.3, TrxR1 inh 6.2%[57.1 µM] and TRHR agonist 0.1.
For c1ccc(CN2CCN(Cc3ccc4c(c3)OCCO4)CC2)cc1 the results were TRHR enhancer 1.1, IDH1 R132H inh 19.3%, D2 antagonist 11.7, D2 ag -0.1, USP1 inh -0.6%, TrxR1 substrate -9.2%, PI4K2A block 11.0, TrxR1 inh -9.8% and TRHR agonist -0.2.
COc1cc(C)c(CN2CCN(c3ccccc3)CC2)cc1C was read as TRHR enhancer 3.3, IDH1 R132H inh 10.5%, D2 antagonist -7.9, D2 ag 0.1, USP1 inh -8.6%, TrxR1 substrate 4.9%[57.1 µM], PI4K2A block 4.4, TrxR1 inh 12.5%[57.1 µM] and TRHR agonist -0.1.
COc1ccc2c(c1)C1(C(=O)O)CC=CCC1(C(=O)O)C2 (stereo unspecified) was read as IDH1 R132H inh -1.1%, USP1 inh -15.8%, TrxR1 substrate 6.2%[11.4 µM], PI4K2A block -1.2 and TrxR1 inh 15.0%[11.4 µM].
`O=C1C2CCCN2C(c2ccc(Cl)cc2)N1c1ccccn1` (stereo unspecified) gave TRHR enhancer -4.9, IDH1 R132H inh 17.6%, D2 antagonist -1.1, D2 ag -0.2, USP1 inh -4.6%, TrxR1 substrate 4.6%, PI4K2A block -12.1, TrxR1 inh 13.1% and TRHR agonist -0.4.
Screening O=c1[nH]c(=S)[nH]c(O)c1/C=C1/C=c2ccccc2=N1 returned TRHR enhancer 2.1, IDH1 R132H inh -6.5%, D2 antagonist 7.6, D2 ag 0.7, USP1 inh inconclusive, TrxR1 substrate -3.3%, PI4K2A block -23.1, TrxR1 inh 20µM* and TRHR agonist 0.7.
For COc1ccc(CNC(=O)CCC(=O)N2C[C@H]3C[C@H](C2)c2cccc(=O)n2C3)cc1 the results were TRHR enhancer -12.4, IDH1 R132H inh -12.0%, USP1 inh -6.6%, TrxR1 substrate -5.8%, PI4K2A block -1.8, TrxR1 inh 3.0% and TRHR agonist 0.0.
COC1=C[C@@H]2C3=C([C@@H]2C1=O)[C@@H](NC(C)=O)CCc1cc(OC)c(OC)c(OC)c13 was read as TRHR enhancer 22.3, IDH1 R132H inh -10.0%, D2 antagonist -14.8, D2 ag -0.1, USP1 inh -16.4%, TrxR1 substrate 1.3%, PI4K2A block 3.5, TrxR1 inh 22.5% and TRHR agonist 0.7.
COc1cc(CNCCc2c[nH]c3ccccc23)cc(OC)c1 was read as TRHR enhancer 5.2, IDH1 R132H inh 2.9%, D2 antagonist 21.5, D2 ag 0.3, USP1 inh -5.7%, TrxR1 substrate 7.7%[57.1 µM], PI4K2A block 1.7, TrxR1 inh 7.2%[57.1 µM] and TRHR agonist -0.4.
`Cc1nc2sccc2c(=O)n1-c1ccccc1Cl` gave TRHR enhancer 18.1, IDH1 R132H inh 6.1%, D2 antagonist 3.1, D2 ag 0.2, USP1 inh -10.8%, TrxR1 substrate 1.3%, PI4K2A block 1.0, TrxR1 inh 10.9% and TRHR agonist 0.0.
`COC(=O)c1ccccc1N=Cc1c(O)[nH]c(=O)[nH]c1=O` gave TRHR enhancer -6.6, IDH1 R132H inh 8.6%, D2 antagonist -3.0, D2 ag -1.7, USP1 inh -17.5%, TrxR1 substrate 1.3%, PI4K2A block -1.4, TrxR1 inh 8.0% and TRHR agonist 0.4.
NC(Cc1nc2ccccc2[nH]1)c1ccc(Cl)cc1 (stereo unspecified) was read as TRHR enhancer 12.3, IDH1 R132H inh -7.1%, D2 antagonist 5.3, D2 ag 9.8, USP1 inh -4.1%, TrxR1 substrate 7.0%[57.1 µM], PI4K2A block -16.5, TrxR1 inh 24.4%[57.1 µM] and TRHR agonist 0.2.
O=C1NC(=O)C(=C/C=C/c2coc3ccc(Br)cc3c2=O)C(=O)N1 was read as TRHR enhancer 9.7, D2 antagonist -8.5, D2 ag 19.1 and TRHR agonist 41.3*.
For Cc1ccc2c(c1)C1CN(C)CCC1N2C(=O)c1cccnc1Cl (stereo unspecified) the results were TRHR enhancer -0.5, IDH1 R132H inh -3.2%, D2 antagonist 8.8, D2 ag 0.3, USP1 inh -23.6%, TrxR1 substrate 5.7%, PI4K2A block 0.3, TrxR1 inh -10.6% and TRHR agonist 1.2.
Cn1c(O)c(/C=N/N2CCOCC2)c(=O)[nH]c1=S was read as TRHR enhancer 9.7, IDH1 R132H inh 3.2%, D2 antagonist -3.3, D2 ag 0.3, USP1 inh -5.4%, TrxR1 substrate -7.8%[57.1 µM], PI4K2A block -0.2, TrxR1 inh 17.5%[2.29 µM] and TRHR agonist -1.6.
Cn1cccc1CN1CCN(C(=O)COc2ccccc2)CC1 was read as TRHR enhancer -9.8, IDH1 R132H inh 0.0%, D2 antagonist 14.0, D2 ag -0.3, USP1 inh -10.2%, TrxR1 substrate 0.1%, PI4K2A block -1.6, TrxR1 inh -17.5% and TRHR agonist 0.0.
For CN(N=O)c1cc(O)ccc1O the results were TRHR enhancer 4.0, TrxR1 substrate 2.8%[57.1 µM], PI4K2A block -25.8, TrxR1 inh 0.752µM* and TRHR agonist 1.5.
CCOC(=O)c1ccc(NC(=O)N2C[C@@H]3C[C@@H](C2)c2cccc(=O)n2C3)cc1 was read as TRHR enhancer 2.6, IDH1 R132H inh -7.4%, D2 antagonist 14.9, D2 ag -0.4, USP1 inh -14.0%, TrxR1 substrate 1.5%, PI4K2A block 4.4, TrxR1 inh 11.2% and TRHR agonist -0.1.
For Cc1ccccc1-n1nc(C)c2c1NC(=O)CSC2c1ccc(N(C)C)cc1 (stereo unspecified) the results were TRHR enhancer -5.2, D2 ag 2.9, USP1 inh -13.6%, TrxR1 substrate -1.6%, PI4K2A block -4.1, TrxR1 inh 6.4% and TRHR agonist -0.1.
Screening O=C1c2ccccc2C(=O)N1Cc1nc2ccccc2c(=O)n1-c1ccc(Br)cn1 returned TRHR enhancer 7.6, IDH1 R132H inh -3.2%, USP1 inh -17.4%, TrxR1 substrate 12.2%[57.1 µM], PI4K2A block -2.1, TrxR1 inh 18.2%[57.1 µM] and TRHR agonist 0.1.
COc1cc(CNCCc2ccc3c(c2)OCO3)ccc1O was read as TRHR enhancer -2.7, IDH1 R132H inh 8.6%, D2 antagonist -3.4, D2 ag -1.7, USP1 inh -5.8%, TrxR1 substrate 7.3%[57.1 µM], PI4K2A block 0.0, TrxR1 inh 4.3%[57.1 µM] and TRHR agonist 0.7.
Cc1c(C(=O)C(=O)N2CCC3(CC2)OCCO3)c2ccccc2n1C was read as TRHR enhancer -3.9, IDH1 R132H inh 1.4%, D2 antagonist 20.9, D2 ag -0.1, USP1 inh -14.6%, TrxR1 substrate -11.8%[57.1 µM], PI4K2A block -5.4, TrxR1 inh -3.2%[57.1 µM] and TRHR agonist 0.5.
Screening CCOC(=O)C(O)(c1ccc(NC(=S)NC(=O)c2ccc(Cl)cc2Cl)cc1)C(F)(F)F (stereo unspecified) returned TRHR enhancer -2.0, IDH1 R132H inh 0.2%, D2 antagonist 7.9, D2 ag 21.0, USP1 inh -9.0%, TrxR1 substrate -10.6%, PI4K2A block 3.2, TrxR1 inh inconclusive and TRHR agonist 5.0.
CCOP(=O)(Cc1cc(C(=O)CC)c(C)o1)OCC was read as TRHR enhancer -3.6, IDH1 R132H inh 0.0%, D2 antagonist -15.3, D2 ag 0.5, USP1 inh -20.1%, TrxR1 substrate 5.7%, PI4K2A block -3.8, TrxR1 inh -3.7% and TRHR agonist 0.4.
For CCCC[N+]12CCC(CC1)C(Cc1ccccc1)C2 (stereo unspecified) the results were TRHR enhancer -10.3, IDH1 R132H inh 5.9%, D2 antagonist -6.0, D2 ag 1.0, USP1 inh -3.2%, TrxR1 substrate -4.5%[57.1 µM], PI4K2A block 2.1, TrxR1 inh 13.8% and TRHR agonist 1.2.
